Bioassay records (PubChem)
RT RNaseH block = HIV-1 RT RNase H inhibitors, primary screen, biochemical, fluorescence; 1.9% of 65,000 active; Gag-Pol polyprotein (Human immunodeficiency virus type 1 group M subtype B (isolate …; inhibition, % at 10 µM; AID 565, 2006; RT-RNase H RNA/DNA duplex cleavage; in the data active = inhibition above about 50%
RmlCD inh mix = RmlC and RmlD coupled enzyme inhibitors, primary screen, biochemical, 384-well, compound mixtures, retest; RmlC/RmlD coupled enzyme inhibition, 384-well mixture HTS; inhibition, % at 5.5 µM; 0.39% of 110,000 active; AID 1532, 2009; in the data active = inhibition above about 30%, passing the limit was not always enough; also: strong numbers were not always called active
Starred values were filed as active, the others as inactive; / = no result given. Not all compounds are listed; the hit share may differ from the screen's.

nr	compound	RmlCD inh mix	RT RNaseH block
1	O=C(NC1CCCCC1)C(c1ccccc1)N1CCOCC1 (stereo not given)	7	2
2	Cc1cc2nc(N)sc2cc1[N+](=O)[O-]	-47	/
3	COc1ccc(-n2nc(C(=O)NCC(=O)NCC3CCCO3)c3ccccc3c2=O)cc1Cl (stereo not given)	13	/
4	Cc1cc(NC(=O)COc2ccc(N(C)S(=O)(=O)c3ccccc3)cc2)no1	-11	-8
5	Nc1nc(-c2ccccc2)cn1N	9	/
6	Cc1cc(C)c(S(=O)(=O)c2ccccc2C(=O)O)c(C)c1	-10	/
7	COc1cc(C(=O)Nc2ccc(OCC(=O)O)cc2)cc(OC)c1OC	9	-3
8	Cc1ccc(C(=O)OCC(=O)Nc2ccccc2N2CCOCC2)cc1	9	/
9	NC(=O)C1CC(O)CN1c1nc(CN2CCOCC2)nc2scc(-c3ccccc3)c12 (stereo not given)	13	2
10	COc1ccc(CCNC(=O)c2nnn(-c3cccc(C)c3)c2N)cc1OC	-6	/
11	CC1CC(C)CN(C(=O)c2ccc3c(c2NCCO)C(=O)c2ccccc2C3=O)C1 (stereo not given)	-6	/
12	O=C(O)c1cccnc1-c1ncccc1C(=O)O	-4	25
13	Cc1nn(C)c(C)c1NC(=O)c1ccc(Cl)cc1	6	/
14	CCN(CC)Cc1c[nH]c2c(C(=O)OC)cccc12	-12	-9
15	O=C(Nc1ccccc1N1CCN(c2ccc(F)cc2)CC1)c1ccccc1	-9	6

Part of the list above, reformatted.
[2] Cc1cc2nc(N)sc2cc1[N+](=O)[O-]
  RmlCD inh mix: -47; RT RNaseH block: /

[3] COc1ccc(-n2nc(C(=O)NCC(=O)NCC3CCCO3)c3ccccc3c2=O)cc1Cl (stereo not given)
  RmlCD inh mix: 13; RT RNaseH block: /

Next section
nr	compound	RmlCD inh mix	RT RNaseH block
16	O=c1cc(O)nc(SC23CC4CC(CC(C4)C2)C3)[nH]1	-19	2
17	O=S(=O)(NCc1ccccc1)c1ccc(S(=O)(=O)N(Cc2cccs2)CC2CCCO2)cc1 (stereo not given)	10	/
18	Cc1cc(C)c2nc(C(F)(F)F)nc(N3CC(C)OC(C)C3)c2c1 (stereo not given)	/	-10
19	CC(=O)CC(C)(C)S(=O)(=O)c1ccc(NC(C)=O)cc1	6	/
20	CCOC(=O)c1ccc(NC(=S)Nc2ccccc2N)cc1	-9	/
21	CCOC(=O)c1c(COc2ccccc2)oc2ccc(O)cc12	5	-20
22	CCOc1ccc(C(=O)NCC(=O)OCC(=O)Nc2ccccc2OC)cc1	-8	/
23	COCC(=O)c1[nH]c2ccccc2c1C	-6	-9
24	COc1ccc(Cc2nc(C(=O)Nc3ccc(F)cc3)cs2)cc1	-15	/
25	Cc1cc(OCC(=O)Nc2ccncc2)cc(C)c1Br	-16	/
26	COC(=O)C1=C(c2cccc(OC)c2OC)C[C@@H]2CC[C@H]1N2C(=O)N1CCC(O)CC1	5	/
27	CCCc1[nH]nc2c1C1(C(=O)N(CC(N)=O)c3ccccc31)C(C(=O)OC)=C(N)O2 (stereo not given)	-2	2
28	Cc1cnc(NC(=O)CSc2ccc(Cl)cc2)s1	4	/
29	CC(C)(C)NC(=O)CSc1nncn1-c1ccccc1	-2	-1
30	CC(=O)N1CCN(c2ccccc2NC(=O)COc2ccc(Br)cc2)CC1	-8	/
31	CC(C)CCOC(=O)c1c(N)n(CC2CCCO2)c2nc3ccccc3nc12 (stereo not given)	-38	4
32	CC(=O)c1cnc(N(C)C)s1	11	/
33	CC(=O)Cc1ccccc1OC(=O)c1ccco1	6	21
34	COc1ccc(NC(=O)Cn2c(=O)sc3ccccc32)c(OC)c1	2	4
35	COc1ccc(CCC(=O)N2CCC3(CC2)OCCO3)cc1	-5	5
36	CN(C)c1ccc(C=Nc2ccc(N(C)C)cc2)cc1	-16	6
37	CCSc1nnc(NC(=O)C2CCCCC2)s1	2	-9
38	COc1ccc(CNC(=O)C2CCN(C(=O)[C@@H](CC(C)C)NC(=O)OC(C)(C)C)CC2)cc1	-21	3
39	COc1ccc(C2=NOC(C3(S(=O)(=O)c4ccccc4)CC(O)C3)C2)cc1 (stereo not given)	-32	/
40	COc1ccc(CNc2nc3nc4c(c(=O)n3[nH]2)CCC4)cc1	4	/
41	CCN(CC)CCCN1C(=O)C(=O)/C(=C(/O)c2cnn(-c3ccccc3)c2C)C1c1ccncc1 (stereo not given)	/	2
42	Fc1ccc(C2CC(c3ccco3)n3ncnc3N2)cc1 (stereo not given)	2	-4
43	S=C(NCc1ccccn1)Nc1ccc(Cl)cc1Cl	-13	/
44	COC(=O)c1ccccc1NC1OC(=O)c2ccccc21 (stereo not given)	-14	3
45	CCOC(=O)c1ccccc1-n1c(C)cc(C2N=C(N)Nc3nc4ccccc4n32)c1C (stereo not given)	8	/
46	CSc1ncccc1C(=O)OCc1ccc(COC(=O)c2cccnc2SC)cc1	-8	/
47	CNc1ccc(Br)cc(C(=O)/C=C/c2ccc3c(c2)OCO3)c1=O	17	/
48	O=C(NCc1cccs1)c1cc(-c2ccccc2)on1	7	-2
49	CCN(CC)CCCN1C(=O)C(O)=C(C(=O)c2ccc(C)o2)C1c1ccco1 (stereo not given)	/	-2
50	CCNC(=O)NC1(C(=O)Nc2ccc3c(c2)OCCO3)CCCCC1	-8	/
51	CC1(C)C2CCC1(CS(=O)(=O)NCc1ccc(C(=O)O)cc1)C(=O)C2 (stereo not given)	3	0
52	CCO[C@H]1OC(C(=O)Nc2ccccc2)=C[C@@H](C)[C@@H]1CCCO	-8	/
53	CCCn1c(SCC(=O)Nc2nnc(C(C)C)s2)nc2c1c(=O)n(C)c(=O)n2C	6	5
54	COC(=O)CN(c1ccc(C(C)C)cc1)S(=O)(=O)c1c(C)[nH]c(=O)[nH]c1=O	-11	-3
55	O=C(O)C1CC(=O)N(CCOc2ccccc2)C1 (stereo not given)	2	-9
56	CC1(C)C(=O)OC(c2ccccc2)C2(CCCC2)C1=O (stereo not given)	-1	/
57	Cc1ccc(-c2cc(C(=O)N/N=C\c3cnn(C)c3C)c3ccccc3n2)cc1C	-15	/
58	COc1ccc(CCC(C)NCCc2ccccc2)cc1 (stereo not given)	-16	/
59	COC(=O)c1cccc(C23CC4(C2)[C@H](CN(Cc2ccc(C(F)(F)F)cc2)[C@@H]4c2ccccc2)C3c2ccc(C(F)(F)F)cc2)c1 (stereo not given in full)	-11	/
60	CCN(CC)S(=O)(=O)c1ccc(C(=O)NCC(c2cccs2)N2CCOCC2)cc1 (stereo not given)	10	4
61	Cc1nn(CCC(=O)NNC(=S)Nc2ccc(F)cc2)c(C)c1[N+](=O)[O-]	-19	/
62	Nc1ccc(S(=O)(=O)Nc2ccnn2-c2ccccc2)cc1	7	/
63	Cc1nc2cc(-c3cccc(Cl)c3)nn2c(N2CCN(C(=O)c3ccco3)CC2)c1C	/	37
64	Cc1cccc(C(=O)Nc2ccc(O)cc2)c1	12	-1
65	CCN(CC)C(=O)C1CCCN(Cc2ccccc2C(F)(F)F)C1 (stereo not given)	9	-12
66	COc1ccc(Nc2nc(N3CCCC3)nc3ccccc23)c(OC)c1	0	-73
67	CCOC(=O)c1[nH]c(C)c(CN(CCc2ccccc2)C(=O)CCC(=O)O)c1C	/	-16
68	O=C(NCc1ccc2c(c1)OCO2)c1cc2ncc(Br)cn2n1	-11	4
69	CCNC(=S)N1CCN(c2ccc([N+](=O)[O-])cc2)CC1	11	/
70	COc1ccc(-c2nnc(SCc3cccc(C#N)c3)o2)cc1	-9	-9
71	O=C(ON=C1CCN(S(=O)(=O)c2ccccc2)CC1)c1ccc(Cl)cc1	6	/
72	COC(=O)c1sc2ccccc2c1-n1cccc1C(=O)C(=O)Nc1ccc(OC)cc1	-12	/
73	CCOC(=O)c1c(C)[nH]c(C(=O)OCC(=O)NC2CCS(=O)(=O)C2)c1C (stereo not given)	-14	/
74	Cc1oc(-c2ccccc2F)nc1CS(=O)(=O)CC(=O)N1CCN(Cc2ccccc2)CC1	-12	-45
75	CC(=O)c1cnn(-c2cc(Oc3ccccc3C)ncn2)c1C	-8	/

Going on with the list.
nr	compound	RmlCD inh mix	RT RNaseH block
76	CC(=O)OC1CCC2(C)C(=CCC3C2CCC2(C)C3CC3OC4(CCC(C)CN4)C(C)C32)C1 (stereo not given)	11	/
77	Cn1c(=O)c2c(nc(NCCO)n2C)n(C)c1=O	3	-9
78	CN1CCN(c2ccc(NC(=O)c3ccc4c(c3)OCO4)cc2)CC1	10	1
79	Fc1ccc(-c2nnc(-c3ccc(Cl)cc3Cl)o2)cc1	-9	-6
80	CCc1c(C)nc(SCCOc2ccc(OC)cc2)[nH]c1=O	-6	-68
81	CCc1nnc(NC(=O)CSc2nc3c(cc2C#N)CCCC3)s1	37*	3
82	CC(=O)Nc1sc2c(c1C(N)=O)CCC2	-12	/
83	C=CCn1c(Cc2ccc(OC)cc2)nnc1SCc1nc2ccccc2c(=O)[nH]1	-14	-9
84	COCCNC(=O)c1cn(C)c2ccc(S(=O)(=O)N(C)C3CCCCC3)cc2c1=O	5	27
85	O=C(Nc1cccc(Oc2c(F)c(F)c(F)c(F)c2F)c1)N1C[C@@H]2C[C@@H](C1)c1cccc(=O)n1C2	/	4
86	CCC(C)C(NC(=O)c1ccccc1NC(=O)c1ccco1)C(=O)NC1CCCCC1 (stereo not given)	-6	22
87	COCCn1c(=S)[nH]c2cc(C(=O)NCC3CCCO3)ccc2c1=O (stereo not given)	56	-4
88	NS(=O)(=O)c1ccc(CNC(=O)CCC2CCCCC2)cc1	6	/
89	CCOC(=O)c1ccccc1NC(=O)c1ccc2c(=O)n3c(nc2c1)CCCCC3	7	-71
90	O=C(O)CCCCCNC(=O)CCn1nnc2ccccc2c1=O	-1	-4
91	O=C(C1=C[C@@H](C2CCCCC2)C[C@@H](OCCCCO)O1)N1CCN(Cc2ccccc2)CC1	-12	/
92	COc1ccc(SC[C@H](Cc2ccccc2)N2CCN(C)CCC2=O)cc1	7	/
93	COc1ccc(OC)c(S(=O)(=O)n2nc(-c3ccccc3)cc2N)c1	7	-46
94	CCOc1ccc(OCCSc2nc3ccccc3[nH]2)cc1	-6	/
95	O=[N+]([O-])c1ccc(N2CCN(c3nc(-c4ccc(Cl)cc4)cs3)CC2)cc1	-13	/
96	CCOc1cc(C2C(C(=O)c3ccc(C)o3)=C(O)C(=O)N2CCc2ccccc2)ccc1O (stereo not given)	-6	6
97	O=C(Cn1ccc2ccccc2c1=O)NCCC(=O)N1CCN(C(=O)c2ccco2)CC1	/	-15
98	Cc1nc2nc(-c3ccc(Cl)cc3)[nH]n2c(=O)c1Cc1ccccc1	-1	/
99	CCn1c(SCC(=O)NCc2ccco2)nc2c1c(=O)n(C)c(=O)n2C	-6	-8
100	CCC1(C)Cc2c(sc3nc(SC)nc(NCCN(C)C)c23)CO1 (stereo not given)	8	/
101	COc1ccccc1CN1CCN(S(=O)(=O)c2ccccc2)CC1	-12	/
102	Nc1nonc1OCCc1ccccc1	7	1
103	O=C(NC1CC1)C1=C[C@@H](c2ccccc2)C[C@@H](OCc2ccc(CO)cc2)O1	-12	/
104	CCc1c(C)nc2ncnn2c1Nc1ccc(C(C)=O)cc1	13	/
105	NC(=O)c1ccccc1NS(=O)(=O)Cc1ccc(Cl)cc1	3	3
106	CC(C)C(CCN1C(=O)CCC1=O)C1CCOC(C)(C)C1 (stereo not given)	-12	/
107	CCCC(=O)C1CCN(Cc2ccccc2)CC1	-1	/
108	CCn1c(=O)n(CC)c2cc(S(=O)(=O)N3CCCCC3)c(C)cc21	4	/
109	CCOCCOC(=O)C1=C(C)N(C)C(=O)NC1c1cc(Cl)c(O)c(OC)c1 (stereo not given)	-10	-16
110	CCOC(=O)c1ccc(NC(=O)CSc2nnc(-c3cccs3)n2CC)cc1	9	1
111	O=C(CSc1nc2cc(Cl)ccc2o1)N1CCOCC1	-18	-27
112	CC1(C)CC(=O)c2cc(C(=O)NCc3ccco3)c(=O)n(-c3ccccc3)c2C1	-8	-8
113	COc1ccc(NC(=S)N/C(=N/CS(=O)(=O)c2ccccc2)c2ccccc2)cc1	11	/
114	O=c1oc2c3c4c(cc2c(C(F)(F)F)c1CCN1CCOCC1)CCCN4CCC3	4	-8
115	CCSc1nnc(NC(NC(=O)c2ccco2)(C(F)(F)F)C(F)(F)F)s1	5	-7
116	Fc1ccc(C2NCCn3cccc32)cc1 (stereo not given)	10	/
117	O=C1c2cccnc2C(=O)N1c1cccc(-c2nc3ccccc3o2)c1	-10	0
118	COCCOC(=O)c1c(C)oc2ccc(O)c(CN3CCC(C)CC3)c12	4	1
119	CCn1cc(C(=O)NCC(=O)OC)c2cc(OC)c(OC)cc2c1=O	-18	0
120	CCCCC1CC1C(=O)Nc1ncc2c(n1)CC(C)(C)CC2=O (stereo not given)	9	1

Molecules from the list above containing a COOH group (7):
nr	compound	RmlCD inh mix	RT RNaseH block
6	Cc1cc(C)c(S(=O)(=O)c2ccccc2C(=O)O)c(C)c1	-10	/
7	COc1cc(C(=O)Nc2ccc(OCC(=O)O)cc2)cc(OC)c1OC	9	-3
12	O=C(O)c1cccnc1-c1ncccc1C(=O)O	-4	25
51	CC1(C)C2CCC1(CS(=O)(=O)NCc1ccc(C(=O)O)cc1)C(=O)C2 (stereo not given)	3	0
55	O=C(O)C1CC(=O)N(CCOc2ccccc2)C1 (stereo not given)	2	-9
67	CCOC(=O)c1[nH]c(C)c(CN(CCc2ccccc2)C(=O)CCC(=O)O)c1C	/	-16
90	O=C(O)CCCCCNC(=O)CCn1nnc2ccccc2c1=O	-1	-4

(more compounds)
nr	compound	RmlCD inh mix	RT RNaseH block
121	Cc1ccccc1OCC(O)Cn1c(SC(C)C)nc2c1c(=O)[nH]c(=O)n2C (stereo not given)	-9	67*
122	O=C(CS(=O)(=O)c1ccccc1)c1ccc2c(c1)OCCO2	-15	-11
123	CC1(OC(=O)C2CCCC2)C(=O)C=C2C=C(c3ccsc3)N(c3ccccc3)C=C2C1=O (stereo not given)	-95	/
124	Cc1noc(C)c1CSCC(=O)OCC(=O)Nc1sccc1C#N	6	-8
